RNase H inhibition: RNase H inhibition, HIV 1 Gag Pol polyprotein, FRET biochemical assay, screening (AID 372). 100,000 compounds, 0.77% hits. one-dose inhibition, % at 10 µM; IC50 in µM for titrated hits. HIV-1 RT RNase H, FRET RNA/DNA substrate fluorescence; higher % means a stronger effect; in the data active means inhibition above about 50%
* marks the source's active call; other numbers are inactive results; i = inactive.

SMILES	RNase H inhibition
Cc1cc(C)c2nc3s/c(=C\c4ccc(-c5cc(C)c(C)cc5[N+](=O)[O-])o4)c(=O)n3c2c1	8%
Cc1oc2c(O)c(O)ccc2c(=O)c1-c1ccccc1Cl	52%*
CC(C)(C)c1ccc(C(=O)Oc2ccc(/C=N/O)cc2)cc1	21%
COc1ccc(C(=O)NCCSc2ccc(C)cc2)cc1OC	10%
Cc1cc(C)c2nc3s/c(=C\c4ccc(F)cc4)c(=O)n3c2c1	6%
Cc1ccc(C(=O)CSc2n[nH]c(-c3ccncc3)n2)cc1C	6%
S=C(c1ccccc1)N1CCN(c2cccc(Cl)c2)CC1	3%
COc1c(Br)cc2c(cc(C)n2-c2ccccc2)c1OCC(O)CNC(C)C (stereo not drawn)	31%
CCCOc1ccc(C2Nc3cccc4cccc(c34)N2)cc1	29%
C=CCN1C(=O)CS/C1=N\N=C\c1cccc([N+](=O)[O-])c1	24%
COc1cc(N2C(=O)c3c(Cl)c(Cl)c(Cl)c(Cl)c3C2=O)nc(OC)n1	3%
Cc1sc(NC(=O)c2ccc3c(c2)OCO3)c(C(N)=O)c1C	i
O=S(=O)(Nc1cc(Cl)ccc1Cl)c1cc(Cl)ccc1Cl	38%
O=C1N=c2ccccc2=C1c1c(O)n(-c2ccccc2)[nH]c1=O	42%
CN1CCN(C(=O)c2ccc(S(=O)(=O)N3CCOCC3)cc2)CC1	3%
c1ccc2[nH]c(CSc3nc4ccccc4s3)nc2c1	6%
O=C(Nc1cc(NC(=O)c2cccc(F)c2)cc(Oc2ccc(Br)cc2)c1)c1cccc(F)c1	15%
CCN(C(=O)c1ccc(Cl)cc1)c1ccccc1C	12%
COC(=O)CNC(c1ccccc1)c1cc(Br)ccc1NC(=O)CCNC(=O)OCc1ccccc1 (stereo not drawn)	6%
Cc1ccc(/C=C(\C#N)c2nc(-c3ccc([N+](=O)[O-])cc3)cs2)o1	0%
COc1ccc(N(CC(=O)O)S(=O)(=O)c2ccc(NC(C)=O)cc2)cc1	3%
O=C(NC1CCCCC1)c1ccccc1CCc1ccccc1	5%
O=C(/C=C/c1cccc([N+](=O)[O-])c1)Oc1ccc2ccccc2c1	27%
O=C1NC(=O)N(c2cccc(Cl)c2Cl)C(=O)/C1=C/c1ccc(O)c(Cl)c1	24%
COc1ccc2c(C)c(C(=O)O)oc2c1OC	11%
CC1=C(C(=O)Nc2cccc(C)c2)C(c2ccc(Br)cc2)NC(=S)N1 (stereo not drawn)	8%
CCOc1ccc(NC(=O)c2cc(-c3ccc(C)c(C)c3)nc3ccccc23)cc1	10%
O=C(Nc1cccc([N+](=O)[O-])c1)c1ccc2ccccc2n1	19%
CC(C)(C)C1(O)CC(C(F)(F)F)=NN1C(=O)CCc1ccccc1 (stereo not drawn)	16%
Cc1ccc(S(=O)(=O)N(CC(=O)NCc2cccnc2)c2ccc(Br)cc2)cc1	10%
O=C(N/N=C\c1ccccc1Br)c1cnccn1	4%
COC(=O)CN1C=C(C(=O)OC)C(c2ccc(Cl)cc2)C(C(=O)OC)=C1	7%
O=C(/C=C/c1ccco1)NCCNC(=O)/C=C/c1ccco1	0%
COc1ccc(NC(=O)CN(c2ccc(C(C)C)cc2)S(C)(=O)=O)c(OC)c1	15%
COc1ccc(C(=O)Nc2cc(C(N)=O)c(Cl)cc2Cl)cc1	7%
CCSCCOC(=O)C1=C(C)NC(=O)NC1c1cc(OC)c(OC)c(OC)c1 (stereo not drawn)	12%
Cc1ccc(C)c(S(=O)(=O)N2CCN(S(=O)(=O)c3cc(C)ccc3C)C(C)C2)c1 (stereo not drawn)	13%
O=C(O)CN(c1cccc(Cl)c1)S(=O)(=O)c1ccccc1	7%
CCOc1cccc(-c2cc(C(=O)Nc3nnc(C)s3)c3ccccc3n2)c1	10%
O=C(c1ccc(Br)cc1)N1CCN(c2ccc(Cl)cc2[N+](=O)[O-])CC1	9%
C=CCN1C(=O)/C(=C\c2ccc3c(c2)OCO3)C(=O)NC1=S	8%
COC(=O)C12CC3CC(CC(C(=O)OC)(C1)C31SCCS1)C21SCCS1	3%
O=S(=O)(Cc1ccc(Cl)cc1)CC(O)COCc1ccccc1 (stereo not drawn)	5%
Cc1cccc(N=Cc2c(O)n(-c3c(C)cc(C)cc3C)c(=O)[nH]c2=O)c1	3%
O=C(N/N=C/CCc1ccccc1)c1cc(Br)ccc1O	6%
CCOC(=O)c1c(NC(C)=O)sc2c(OCC(O)CN(CC)CC)c(Br)ccc12 (stereo not drawn)	10%
CCOc1cccc(NC(=O)/C(C#N)=C/c2ccc(-c3ccc(Cl)cc3Cl)o2)c1	0%
O=[N+]([O-])c1ccccc1N/N=C/c1cccc(O)c1O	11%
COc1cc(NC(=O)/C=C/c2ccccc2)cc(OC)c1	9%
Cc1cccc(/C=N/NC(=O)c2cccc(F)c2)c1O	30%
CC(C)OC(=O)c1c(NC(=O)C2CCCCC2C(=O)O)sc2c1CCCC2 (stereo not drawn)	26%
O=c1c(-c2nc3ccccc3s2)c(C(F)(F)F)oc2cc(O)ccc12	1%
O=C1c2cccc3c(N4CCCCC4)ccc(c23)C(=O)N1c1ccc(O)cc1	9%
Cc1cc(NC(=O)CN(c2ccccc2F)S(=O)(=O)c2ccccc2)ccc1Br	4%
O=C(Cc1ccc([N+](=O)[O-])cc1)N/N=C/c1ccncc1	1%
O=C(N/N=C/c1cc([N+](=O)[O-])cc(Br)c1O)c1ccccn1	0%
CCOc1ccc(/C=N/NC(=O)CN(c2ccc(C)cc2)S(=O)(=O)c2ccccc2)cc1	17%
COc1cccc(OCCCCOc2ccccc2F)c1	16%
CCCC1=C(C(=O)OCC)C(c2ccc(Cl)cc2Cl)NC(=O)N1 (stereo not drawn)	4%
O=Cc1cc(Cc2ccccc2Cl)cc(Br)c1O	24%

Next section
SMILES	RNase H inhibition
CCOc1cccc(C(=O)Nc2cccc(Cl)c2Cl)c1	9%
CCOc1ccc(C(=O)NC(=S)Nc2cc(-c3nc4cc(C)ccc4o3)ccc2Cl)cc1	60%*
CCOC(=O)C(CCSC)NC(=O)CNC(=O)c1cccnc1 (stereo not drawn)	3%
CCOc1cccc(N2C(=O)CC(N3CCN(c4ccc([N+](=O)[O-])cc4)CC3)C2=O)c1 (stereo not drawn)	6%
CNC(=O)C(=O)Nc1ccc(C)c(C)c1	13%
CCCc1[nH]n(-c2nc3ccccc3s2)c(=O)c1C=NCCCO	5%
CCOC(=O)c1ccc(N/C=C(\C#N)c2nc(-c3ccccc3)cs2)cc1	8%
Cc1ccc(NC(=O)c2cccc3c(Br)cccc23)c([N+](=O)[O-])c1	12%
O=C1CC(N2CCN(c3ccccn3)CC2)C(=O)N1c1cc(Cl)cc(Cl)c1 (stereo not drawn)	9%
Cc1sc(NC(=O)c2cc(Cl)ccc2Cl)c(C#N)c1C	4%
CCCCC(CC)C(=O)Nc1ncc(S(=O)(=O)c2ccc([N+](=O)[O-])cc2)s1 (stereo not drawn)	0%
COc1ccc(C(=O)Nc2ccccn2)cc1[N+](=O)[O-]	12%
O=C(O)CCn1c2c(c3ccccc31)CCCC2	11%
O=C(N/N=C/c1ccc2c(c1)OCO2)c1sc2cc(F)ccc2c1Cl	8%
COC(=O)C1=CN(CC2CCCO2)C=C(C(=O)OC)C1c1ccc(OC)cc1OC (stereo not drawn)	8%
COC(=O)c1c(NC(=O)C2C3CCC(C3)C2C(=O)O)sc2c1CCCCC2 (stereo not drawn)	0%
O=S(=O)(NCCc1ccccc1)c1cccs1	1%
O=C(OCCCC(F)(F)C(F)(F)F)c1cccc([N+](=O)[O-])c1	1%
Cc1cccc(NC(=O)/C(C#N)=C\c2cc(C)n(-c3ccc4c(c3)OCO4)c2C)c1	19%
CC(C)(C)c1ccc(-c2nnc(NC(=O)Nc3ccccc3)s2)cc1	23%
Cc1cc(C)c2c(=O)[nH]c(SCC(=O)c3ccc(F)cc3)nc2n1	11%
COc1ccccc1Nc1ncc(F)c(Nc2ccccc2OC)n1	21%
O=C(Cc1ccc(Cl)cc1)NC(=S)Nc1cc(Cl)ccc1Cl	9%
COc1cc(C(=O)NC(NC(=S)Nc2cccc3ccccc23)C(Cl)(Cl)Cl)cc(OC)c1OC (stereo not drawn)	8%
O=[N+]([O-])c1ccc2[nH]c3c(c2c1)CCCC3=NCc1ccccc1	9%
COc1ccc(-c2cc(C(F)(F)F)n3nc(C(=O)N4CCN(Cc5ccccc5)CC4)c(Cl)c3n2)cc1OC	17%
Cc1cccc(C2OC3(C(=O)c4ccccc4C3=O)C(c3ccc(Br)cc3)C23C(=O)c2ccccc2C3=O)c1 (stereo not drawn)	9%
O=C(COc1ccccc1[N+](=O)[O-])N/N=C/c1ccc(OC(=O)c2cccc(F)c2)cc1	18%
O=C(CSc1nc2ccccc2n1Cc1ccccc1)N/N=C/c1ccc(Cl)cc1	30%
CC1=NN(c2cccc(Cl)c2)C(=O)/C1=C\c1c(C)[nH]n(-c2ccc(C)cc2)c1=O	8%
COC(=O)CN(c1ccccc1Br)S(C)(=O)=O	2%
COc1ccc(-n2nc3cc(C)c(NC(=S)NC(=O)c4ccc(OC)c(Cl)c4)cc3n2)cc1	47%
Cc1ccc(CSc2nnc(N)s2)cc1	7%
CC(C)(C)c1ccc(S(=O)(=O)N=C2C=CC(=O)C=C2)cc1	20%
CC(C)CNC(=O)C1CC(=O)N(c2ccc(Cl)cc2)C1 (stereo not drawn)	4%
COc1cc(C=O)ccc1OCCCOc1cc(C(C)C)ccc1C	42%
O=c1c(N=Nc2ccc(F)cc2)c(-c2ccccc2)[nH]n1-c1nc(-c2ccccc2)cs1	3%
O=C(N/N=C/c1ccc(OCc2ccccc2)cc1)c1cccc(F)c1	6%
Cc1cccc(NC(=O)N2CCOCC2)c1	6%
O=C1C2ON(c3ccccc3)C(c3ccccn3)C2C(=O)N1c1ccc(Br)cc1 (stereo not drawn)	0%
O=C(COc1ccccc1)Nc1ccncc1	3%
CC(=O)c1ccc(NC2=C(N3CCCC3)C(=O)c3ccccc3C2=O)cc1	0%
COc1ccc(NC(=O)CSc2nnnn2-c2ccccc2)c([N+](=O)[O-])c1	43%
COc1cc(/C=c2\sc3nc4c(C)c(C)ccc4n3c2=O)cc(Cl)c1O	31%
COc1ccc(C2=NN3C(=O)CC(=O)N=C3S2)cc1	0%
CCOc1ccccc1N1CCN(C(=O)c2cc(Cl)ccc2[N+](=O)[O-])CC1	5%
Cn1ncc(Cl)c1C(=O)N(C(=O)c1c(Cl)cnn1C)c1ncccn1	10%
Cc1ccc(S(=O)(=O)N(CC(=O)N2CCN(c3ccccc3)CC2)c2ccc(C)c(C)c2)cc1	25%
O=C1C2C3CCC(O3)C2C(=O)N1c1ccccn1 (stereo not drawn)	13%
Cn1c(C(O)c2cc(C(C)(C)C)c(O)c(C(C)(C)C)c2)nc2ccccc21 (stereo not drawn)	8%
CCOC(=O)c1ccc(NC(=O)C(=O)NCCc2ccc(OC)c(OC)c2)cc1	4%
CCOC(=O)C1=C(O)/C(=C/c2ccc(Cl)cc2)SC1=Nc1ccc(OC)cc1	11%
Cc1cc(C)c(S(=O)(=O)Nc2ccccc2I)c(C)c1	13%
CC(C)N(Cc1ccccc1)C(=O)c1cccs1	8%
CCOc1ccc(NC(=O)CN(c2cccc(Br)c2)S(=O)(=O)c2ccccc2)cc1	12%
Cc1ccccc1OCCNc1cc(N2CCCCC2)ccc1[N+](=O)[O-]	28%
COc1ccc(/C(C)=N/NC(=O)c2cc(C)[nH]n2)cc1OC	1%
CCCN=Cc1sc2ccc(OCC)cc2c1O	8%
Cc1ccc(N=Cc2cc([N+](=O)[O-])ccc2O)c(C)c1	10%
O=C(NN1C(=O)/C(=C/c2ccc(Br)cc2)SC1=S)c1cccc(Cl)c1	8%

No new results follow: 15 of the compounds above.
SMILES	RNase H inhibition
CC(=O)c1ccc(NC2=C(N3CCCC3)C(=O)c3ccccc3C2=O)cc1	0%
COc1ccc(NC(=O)CSc2nnnn2-c2ccccc2)c([N+](=O)[O-])c1	43%
COc1cc(/C=c2\sc3nc4c(C)c(C)ccc4n3c2=O)cc(Cl)c1O	31%
COc1ccc(C2=NN3C(=O)CC(=O)N=C3S2)cc1	0%
CCOc1ccccc1N1CCN(C(=O)c2cc(Cl)ccc2[N+](=O)[O-])CC1	5%
Cn1ncc(Cl)c1C(=O)N(C(=O)c1c(Cl)cnn1C)c1ncccn1	10%
Cc1ccc(S(=O)(=O)N(CC(=O)N2CCN(c3ccccc3)CC2)c2ccc(C)c(C)c2)cc1	25%
O=C1C2C3CCC(O3)C2C(=O)N1c1ccccn1 (stereo not drawn)	13%
Cn1c(C(O)c2cc(C(C)(C)C)c(O)c(C(C)(C)C)c2)nc2ccccc21 (stereo not drawn)	8%
CCOC(=O)c1ccc(NC(=O)C(=O)NCCc2ccc(OC)c(OC)c2)cc1	4%
CCOC(=O)C1=C(O)/C(=C/c2ccc(Cl)cc2)SC1=Nc1ccc(OC)cc1	11%
Cc1cc(C)c(S(=O)(=O)Nc2ccccc2I)c(C)c1	13%
CC(C)N(Cc1ccccc1)C(=O)c1cccs1	8%
CCOc1ccc(NC(=O)CN(c2cccc(Br)c2)S(=O)(=O)c2ccccc2)cc1	12%
Cc1ccccc1OCCNc1cc(N2CCCCC2)ccc1[N+](=O)[O-]	28%

Next entries follow:
SMILES	RNase H inhibition
CCCOc1ccc(C2C(C(=O)OC(C)C)=C(C)NC3=C2C(=O)CC(c2ccc(OC)cc2)C3)cc1 (stereo not drawn)	1%
N#C/C(=C\c1ccc(-c2ccc([N+](=O)[O-])cc2)o1)C(=O)N1CCCCC1	24%
CCOc1cc(OCC)cc(C(=O)Nc2ccc(Br)cn2)c1	11%
COc1cc2c(-c3cccnc3)nc3c(c(-c4ccccc4)nn3-c3ccccc3)c2cc1OC	12%
Cc1ccc(/C=C/C(=O)N2CCCCCC2)o1	17%
O=C1NC2NC(=O)N(C3CCCCC3)C2N1 (stereo not drawn)	15%
Cc1ccc(NC(=O)C2COc3ccccc3O2)cc1 (stereo not drawn)	21%
CN(C)CCCNC(=O)c1ccccc1Oc1ccccc1	6%
CCOC(=O)c1c(/N=C/c2c(O)ccc3oc4c(c23)CCCC4)sc(C)c1C	6%

Bioassay records (PubChem)

A portion of the library. The share of hits here may be higher or lower than overall.
